hERG WT inh – blocks the wildtype human KCNH2 potassium channel. Q12809. U2OS, BacMam KCNH2, thallium flux FluxOr; hits give low values. activity change, % at 1.84 µM. actives 0.37% (n = 340,000);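 active = maximum activity change below -70%; inconclusive = maximum activity change between -70% and -50%; inactive = maximum activity change above -50%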; note: % is set by controls: 0 for no effect and ±100 for the full control effect
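U2OS cells transduced with wild-type KCNH2 virus are loaded with FluxOr dye for 45 min, and thallium flux is measured in kinetic reads before and after stimulation buffer. Rate constants are normalized to DMSO controls.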
Chronic BCR inh – inhibitors of chronic active B-cell receptor signaling | ABC-DLBCL IkBa-CBG/CBR reporter, luminescence ratio, 4 h | Potency, µM (doses to about 46.1 µM), without a hit: at the highest dose ratio change, negative = lower green/red ratio, usual class: inhibitors | actives 0.05% (n = 340,000) | AID 493014; active = well fitted inhibition curve with a large enough effect in the signal ratio, with a control signal flat, not every such curve was filed as active; inconclusive = small, poorly fitted or top-dose-only effect, or effect the other way, or a change in a side signal; the % refers to the signal ratio;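 note: potency is the fitted concentration of half-maximal effect; plate controls were basal doxycycline-induced cells for no effect and cells given 10 µM MG132 for full effect; MG132 reads +100%, hits lower the ratio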
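Compounds up to 46 uM were incubated four hours with TMD8 cells whose green CBG68 luciferase is fused to IkappaBalpha; red CBR luminescence normalised the signal, and concentration-effect curves were fitted to fusion, red and ratio data.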
MBNL1-CUG inh – inhibitors of human MBNL1 binding to CUG repeat RNA; TR-FRET MBNL1-His/biotin-(CUG)12 binding, 665/545 ratio; Potency, µM (doses to about 57.5 µM), for the others: at the top dose activity change, negative = inhibition, hits mostly inhibitors; Q9NR56; actives 0.036% (n = 280,000); active = well fitted inhibition curve with a large enough effect in the signal ratio, with a control signal flat, not every such curve was filed as active; inconclusive = small, poorly fitted or top-dose-only effect, or effect the other way, or a change in a side signal; inactive = no such curve, though single readings can be large or run the other way; the % refers to the signal ratio; note: potency is the fitted concentration of half-maximal effect; % is set by controls: 0 for no effect and ±100 for the full control effect
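TR-FRET between His-tagged MBNL1 and biotin-(CUG)12 RNA, detected with Tb anti-His antibody (0.055 ng/ul) and streptavidin-XL665 (5 nM), 60 min at room temperature. Compounds titrated 92 nM to 58 uM; 665/545 nm ratio normalized to buffer and complex controls.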
ASM inhibitor – human S-ASM enzyme inhibition; Potency, µM (highest dose often 57.5 µM), for inactives: at the highest dose activity change, negative = inhibition, actives largely listed as inhibitors; placental ASM, HMU-PC fluorogenic substrate, 60 min; actives 0.006% (n = 340,000); AID 504937; note: potency is the fitted concentration of half-maximal effect
Target sequence (P17405 47-631 limits assumed): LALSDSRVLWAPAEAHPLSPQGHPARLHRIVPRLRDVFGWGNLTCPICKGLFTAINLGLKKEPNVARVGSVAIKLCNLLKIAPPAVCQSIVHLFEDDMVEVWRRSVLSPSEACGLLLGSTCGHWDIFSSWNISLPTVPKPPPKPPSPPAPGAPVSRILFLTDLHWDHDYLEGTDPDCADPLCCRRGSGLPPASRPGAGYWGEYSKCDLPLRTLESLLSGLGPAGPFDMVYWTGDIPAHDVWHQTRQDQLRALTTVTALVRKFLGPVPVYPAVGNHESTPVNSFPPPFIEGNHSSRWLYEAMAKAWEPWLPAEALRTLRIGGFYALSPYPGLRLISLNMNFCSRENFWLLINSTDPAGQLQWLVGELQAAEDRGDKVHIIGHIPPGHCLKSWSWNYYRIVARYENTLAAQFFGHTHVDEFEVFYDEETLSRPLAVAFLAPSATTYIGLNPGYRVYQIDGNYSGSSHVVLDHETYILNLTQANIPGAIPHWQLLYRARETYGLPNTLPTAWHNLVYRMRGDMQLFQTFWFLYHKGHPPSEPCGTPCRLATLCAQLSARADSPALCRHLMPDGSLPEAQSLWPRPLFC
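Human placenta-derived ASM preincubated with compound 10 min at room temperature, then reacted with 9 uM (final) fluorogenic HMU-PC substrate for 60 min at 37 C. Stop solution raises pH to 10; fluorescence read at Ex 386/Em 447 nm.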
TSHR antagonist – human thyrotropin receptor antagonism. P16473. TSHR-expressing cells, TSH-stimulated cAMP HTRF, 2 h; hits give low values. activity change, negative = inhibition, % at 11.5 µM. actives 0.2% (n = 330,000);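 active = activity change below a set negative limit, meaning inhibition stronger than a set level, cut at about -70% in these data; inconclusive = activity change between two set negative limits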; note: % is set by controls: 0 for no effect and ±100 for the full control effect
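Inhibition of cAMP made by TSHR-expressing cells under TSH stimulation (4nM final, EC80; 2 h, 37 deg C) is quantified with a one-step lysis HTRF kit, anti-cAMP cryptate versus cAMP-d2.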
Eya2 inh – blocks the phosphatase activity of human Eya2; O00167; recombinant Eya2, OMFP fluorescence dephosphorylation (OMFP is methylfluorescein phosphate); Potency, µM (top dose mostly 76.9 µM), for inactives: at the highest dose activity, negative = inhibition, usual class: inhibitors; actives 0.006% (n = 330,000); AID 488837; note: potency is the fitted concentration of half-maximal effect; % is set by controls: 0 for no effect and ±100 for the full control effect
Target sequence (O00167 whole entry, looked up): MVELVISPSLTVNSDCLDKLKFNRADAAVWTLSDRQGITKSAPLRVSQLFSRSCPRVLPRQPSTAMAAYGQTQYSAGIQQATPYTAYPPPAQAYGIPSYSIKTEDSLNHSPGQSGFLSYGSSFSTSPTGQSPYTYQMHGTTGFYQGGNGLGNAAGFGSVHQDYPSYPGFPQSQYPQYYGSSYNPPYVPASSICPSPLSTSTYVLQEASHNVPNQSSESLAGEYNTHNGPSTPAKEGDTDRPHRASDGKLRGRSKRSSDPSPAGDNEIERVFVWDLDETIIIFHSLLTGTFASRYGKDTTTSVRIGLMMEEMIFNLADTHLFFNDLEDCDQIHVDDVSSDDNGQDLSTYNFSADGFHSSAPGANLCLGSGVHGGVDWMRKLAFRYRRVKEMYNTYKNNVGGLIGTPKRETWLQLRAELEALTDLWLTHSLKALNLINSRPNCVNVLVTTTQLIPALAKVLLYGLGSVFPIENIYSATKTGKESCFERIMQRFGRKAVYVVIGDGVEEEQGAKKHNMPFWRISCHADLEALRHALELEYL
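Eya2 protein (added as 0.2 uM solution) was preincubated with compound for 10 min at ambient temperature in 50 mM HEPES pH 7.5, 50 mM NaCl, 5 uM MgCl2, 0.05% BSA, 1 mM DTT. OMFP (added at 50 uM) then reacted 10 min; fluorescence read at 485/525 nm.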
USP2a inh – USP2a (human) protease inhibition. USP2 core, Ub-CHOP2 coupled fluorogenic reporter, 485/531. Potency, µM (highest dose often 38.3 µM), without a hit: at the top dose activity change, negative = inhibition, hits mostly inhibitors. O75604. actives 0.01% (n = 330,000);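 note: potency is the fitted concentration of half-maximal effect; plate controls were DMSO wells for no effect and full inhibition by NEM control for full effect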
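USP2 core (10nM final) preincubated 30min RT with compound in 20mM Tris-HCl pH 8.0, 2mM CaCl2, 2mM beta-mercaptoethanol, 0.05% CHAPS; 25nM Ub-CHOP2 plus 25nM reporter substrate added, fluorescence (Ex485/Em531) read after 60min.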
Menin-MLL TR inh – inhibitors of human menin-MLL interaction, mutant MLL peptide | Potency, µM (titrated, usually from 61.6 µM), without a hit: top-dose FP activity change, negative = inhibition, actives largely listed as inhibitors | Menin + Texas Red MLL mutant peptide, fluorescence polarization | actives 0.23% (n = 270,000) | O00255; active = well fitted inhibition curve with a large enough effect in the polarisation, with a control signal flat, not every such curve was filed as active; inconclusive = small, poorly fitted or top-dose-only effect, or effect the other way, or a change in a side signal; inactive = no such curve, though single readings can be large or run the other way; the % refers to the polarisation; note: potency is the fitted concentration of half-maximal effect; % of control where 0% means no effect; many of its hits are not listed in these tables
PKM2 activator – PKM2 (human) enzyme activation; P14618; purified PKM2, Kinase-Glo ATP luminescence, activation; response scale: 0% is enzyme alone, no compound; Potency, µM (top dose mostly 57.5 µM), for inactives: top-dose activation, hits mostly activators; actives 0.34% (n = 260,000); AID 1631; note: potency is the fitted concentration of half-maximal effect; % is set by controls: 0 for no effect and ±100 for the full control effect; nearly all actives have a fitted effect of over 55% in size
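Kinase-Glo luminescence reports ATP generated from ADP (0.1 mM) and PEP (0.5 mM) by purified hPK-M2 after 1 h at room temperature, pH 7.2 imidazole buffer; intermediate enzyme activity allows detecting inhibitors and activators.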
Mito fusion yeast – blocks mitochondrial division or promotes mitochondrial fusion; actives 0.23% (n = 320,000); Potency, µM (titrated, usually from 46.1 µM), for the others: at the top dose growth rescue (activation), usual class: activators; AID 485298; S. cerevisiae fusion-defective mutant growth rescue, CellTiterGlo 48 h;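 note: potency is the fitted concentration of half-maximal effect; % of control where 0% means no effect; nearly all actives have a fitted effect of over 45% in size; temperature-sensitive fusion mutants such as fzo1-1 at 37 °C on non-fermentable ethanol glycerol medium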
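Read-out: ATP-based luminescence (CellTiterGlo, 10 min ambient) reporting growth of fusion-defective ts yeast after 48 hours at 37C on glycerol/ethanol YPEG medium in the presence of compound.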
GALK inhibitor – inhibitors of human galactokinase | P51570 | Purified GALK, Kinase-Glo residual ATP luminescence | actives 0.007% (n = 270,000) | Potency, µM (titrated, usually from 57.5 µM), inactives show at the highest dose activity change, negative = inhibition, hits mostly inhibitors; note: potency is the fitted concentration of half-maximal effect; % is set by controls: 0 for no effect and ±100 for the full control effect
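Luminescence from leftover ATP (Ultra-Glo luciferase/luciferin) served as read-out after a 1 h room-temperature reaction of 5 nM GALK with 35 uM ATP and 100 uM galactose.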
* = called active by the depositor; i = inactive; ? = inconclusive; . = no result given; & = joins results of further samples; [ ] = another dose, or the depositor's remark. Unless noted, calls come from the whole dose curve; as a rule, active = well fitted curve in the direction sought with a large enough effect; inconclusive = small, poorly fitted or top-dose-only effect, or another doubt; inactive = no such curve, though single readings can be large; an effect the other way counts as inactive or inconclusive. Only part of the results is shown. The share of hits here may be higher or lower than overall.

SMILES	hERG WT inh	Chronic BCR inh	MBNL1-CUG inh	ASM inhibitor	TSHR antagonist	Eya2 inh	USP2a inh	Menin-MLL TR inh	PKM2 activator	Mito fusion yeast	GALK inhibitor
COc1ccc(CNC(=O)C2(CC3CC(c4ccccc4)=NO3)CCN(C(=O)C3CCCC3)CC2)cc1 (configuration not stated)	8	?	0%	-6%	-1	5%	3%	12%	3%	0%	.
CCOC(=O)C1=C(CC)NC2=C(C(=O)CCC2)C1c1ccc(OC)c(OC)c1 (configuration not stated)	-2	-1%	16%	155%[activator]	13	3%	-1%	.	1%	-4%	-2%
O=C(c1cccc(NS(=O)(=O)c2cccc([N+](=O)[O-])c2)c1)N1CCOCC1	i	3%	?	2%	19	5%	13%	-8%	-17%	-5%	1%
O=c1cc(-c2ccc([N+](=O)[O-])cc2)nc2cc(-c3ccc(F)cc3)[nH]n12	-1	?	.	-3%	-16	7%	3%	?	1%	-19%	-5%
Cc1oc(-c2cccc(Cl)c2)nc1CS(=O)(=O)CC(=O)NC1CCCC1	-9	3%	7%	-1%	10	-2%	0%	19%	-1%	1%	3%
O=C(COc1ccc2c3c(c(=O)oc2c1)CCC3)NC1CCN(Cc2ccccc2)CC1	15	2%	2%	4%	1	-2%	3%	.	.	2%	-4%
Cn1cc(S(=O)(=O)N2CCN(c3ccccc3F)CC2)c(=O)n(C)c1=O	-37	?	-5%	11%	13	12%	2%	2%	-3%	-3%	-3%
O=C(c1ccc2c(c1)OCO2)N1CCCN(C(=O)c2ccc3c(c2)OCO3)CC1	4	2%	5%	6%	-7	4%	3%	9%	1%	-6%	1%
CN(C)c1ccc(C(=O)N2CCN(C(=O)C3CCCO3)CC2)cc1 (configuration not stated)	3	-7%	.	5%	-4	-1%	1%	.	.	.	.
CCCCC[C@H]1CN(CCCC)C(=O)[C@@H]1CC(=O)NCc1ccc(OC)cc1	6	-7%	-6%	1%	-4	-10%	4%	?	2%	8%	.
O=C(NCc1ccncc1)C1CCN(C(=O)c2cccc(Cl)c2)CC1	4	3%	-7%	-5%	1	9%	-2%	0%	-14%	-1%	0%
O=C(NCC1CCCO1)c1ccc(N2C(=O)C3CCCCC3C2=O)cc1 (configuration not stated)	-7	?	-1%	2%	-4	6%	2%	-1%	7%	-4%	8%
CCOC(=O)CSc1nc2c(sc(=S)n2-c2ccccc2OC)c(=O)n1Cc1ccco1	15	6%	11%	-4%	12	-6%	1%	-17%	8%	11%	2%
CCOc1nc(CC(C)C)c2c(c1C#N)CC(C)(C)OC2	4	-27%	-9%	0%	-9	?	0%	.	5%	2%	-2%
Cc1ccc(CN2CCSc3ccc(C(=O)NCCCN4CCN(C)CC4)cc32)cc1	12	4%	76%[activator]	276%[activator]	5	-6%	-1%	.	.	-3%	0%
CCCN(CC(=O)Nc1cccc(Br)c1)CC(=O)Nc1ccc(F)c(F)c1F	4	?	-26%	?	-41	-16%	-7%	77%[activator]	15%	2%	0%
CC(C)(C)S(=O)(=O)c1ccsc1C(=O)O	-11	7%	.	1%	29	7%	5%	-2%	3%	0%	1%
Cc1ccc(C(=O)CSc2nc3cccnc3n2C)cc1	4	-6%	-5%	3%	-9	-21%	0%	-14%	2%	-2%	1%
COc1ccc(OCC(=O)NCCCN2CCOCC2)cc1	5	-3%	12%	1%	4	-4%	-1%	5%	1%	-5%	3%
CCOC(=O)C1C(=O)NC(c2ccccc2)=NC1c1ccc(Br)cc1 (configuration not stated)	4	2%	-4%	0%	2	-2%	0%	1%	.	-5%	10%
Cc1ccc(CNC(=O)c2cc(-c3cc(C)cc(C)c3O)n[nH]2)cc1	-3	?	0%	-1%	-1	-2%	-1%	.	0%	-5%	-4%
O=C(CNC(=O)c1ccc2c(c1)OCO2)Nc1ncccc1O	2	?	.	1%	5	28%	4%	.	.	-2%	.
COCCn1cnc2c1c(=O)n(Cc1c(F)cccc1Cl)c(=O)n2Cc1ccccc1	-2	3%	-7%	2%	9	1%	6%	14%	10%	7%	6%
CC(=O)N1c2ccc(S(=O)(=O)N3CCCC(C(=O)Nc4cccc(F)c4)C3)cc2CC1C (configuration not stated)	5	19%	-5%	-7%	-3	3%	0%	8%	1%	4%	.
Cc1nc2ccccn2c1/C(O)=C1\C(=O)C(=O)N(CCN(C)C)C1c1ccco1 (configuration not stated)	i	-3%	2%	-3%	-10	-9%	5%	1%	0%	-2%	0%
Cc1nc2ccc(F)cc2cc1C(=O)Nc1ccc(Cl)c(Cl)c1	-130*	?	22%	2%	4	-4%	3%	5%	3%	1%	.
O=C(NCCc1c[nH]c2ccccc12)C(F)(F)C(F)F	6	3%	2%	4%	2	?	3%	20%	2%	5%	1%
O=c1cc(N2CCOCC2)[nH]c(=O)n1C1CCCCC1	18	-1%	-4%	2%	4	-13%	-1%	32%[activator]	-2%	1%	0%
Cc1oc(-c2cc(F)cc(F)c2)nc1CN1CCSCC1	-2	-6%	7%	4%	-1	4%	1%	2%	0%	2%	6%
CC1=NN(C(=O)c2cccc(Cn3nc(C)c([N+](=O)[O-])c3C)c2)C(O)(C(F)(F)F)C1 (configuration not stated)	-12	-1%	-2%	-2%	12	?	-2%	-15%	-2%	0%	0%
CC(NC(=O)COC(=O)c1ccc[nH]c1=O)c1ccccc1 (configuration not stated)	-6	?	.	3%	171	1%	2%	.	.	.	.
Cc1ccccc1-c1cc(C(=O)NCc2cccc(Br)c2)nn1CC1CC(c2cccc([N+](=O)[O-])c2)=NO1 (configuration not stated)	-14	0%	.	1%	-3	7%	-1%	.	.	.	.
O=C(O)Cc1ccc(NC(=S)Nc2ccc(Br)cc2Cl)cc1	-4	1%	0%	-2%	2	-24%	-1%	.	-4%	0%	3%
O=C1N/C(=N/O)S/C1=C/c1cccnc1	1	6%	?	4%	8	-2%	4%	-9%	-2%	-8%	6%
COC(=O)[C@]1(C)N[C@H](CN(C)S(=O)(=O)c2ccc(OC)cc2)[C@@H]2C(=O)N(C)C(=O)[C@@H]21	4	?	.	7%	-1	-9%	-2%	.	.	.	.
COC(=O)N/N=C/c1cn(Cc2ccccc2F)c2ccccc12	-5	?	6%	-11%	-1	?	1%	.	-5%	3%	4%
C=C(C)C(=O)NC1=NN(c2ccccc2)C(=O)C1	11	10%	-6%	1%	-12	3%	4%	1%	5%	0%	1%
COc1ccc(CCNC(=O)CCC(=O)c2cccs2)cc1OC	-3	8%	.	.	-1	-5%	0%	.	.	-3%	.
O=C(CC1CCCC1)Nc1nc2ccccc2[nH]1	5	?	-4%	4%	4	-3%	-2%	-6%	4%	-2%	8%
CC(C)(C)N(CC#CCC(O)(c1ccccc1)c1ccccc1)CCO	0	1%	.	-1%	2	-4%	2%	.	0%	1%	1%
CC(C)Cn1cnc2c(N)nc3ccccc3c21	-4	0%	4%	-4%	-10	-2%	1%	5%&-19%	-7%	2%	6%
CCOC(=O)c1c(C)sc2c1N(C(C)=O)c1cc(Cl)ccc1S2	6	?	-2%	-2%	-5	-4%	-6%	-21%	?	10%	1%
Cc1onc(-c2c(Cl)cccc2Cl)c1C(=O)NCc1cccs1	-6	1%	-9%	7%	17	0%	2%	-1%	7%	?	1%
Cc1cc(C)nc(NC(=S)Nc2cccc(F)c2)c1	3	?	.	-1%	3	8%	4%	.	2%	-5%	5%
c1ccc(OCCSc2nnnn2-c2ccccc2)cc1	-8	-1%	-8%	-8%	-4	8%[15.4 µM]	1%	-1%	1%	6%	2%
O=C(c1cccc(C(F)(F)F)c1)N1CCCCCC1	-9	-1%	-9%	-3%	8	13%	2%	-9%	-2%	-2%	2%

Screens from PubChem BioAssay.
